Source: PubChem (The Scripps Research Institute Molecular Screening Center)
TEAD-YAP block: TEAD-YAP interaction inhibition; HEK-TIYL cells, TEAD-Gal4/YAP UAS-luciferase luminescence; inhibition, % at 9.12 µM; 1.4% of 640,000 active; AID 1259422; in the data active = inhibition above about 32%;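 also: 0% = median of test compound wells and 100% = reference inhibitor wells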
FBW7 activator: human FBW7 E3 ligase activation, primary screen; AlphaScreen FBW7–phospho-cyclin E peptide binding, activator screen; AID 1259310; Q969H0; normalized activity (activation), % at 26.1 µM; 0.13% of 650,000 active; in the data active = normalized activity above about 1.9%;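 also: purified mutant Fbw7 with reduced substrate affinity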
MITF primary: inhibitors of human MITF; O75030; AlphaScreen MITF homodimerization, bead proximity signal; inhibition, % at 2.6 µM; 0.91% of 650,000 active; AID 1259374; in the data active = inhibition above about 50%;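 also: 0% = vehicle wells with protein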
Target sequence (O75030 whole entry, looked up): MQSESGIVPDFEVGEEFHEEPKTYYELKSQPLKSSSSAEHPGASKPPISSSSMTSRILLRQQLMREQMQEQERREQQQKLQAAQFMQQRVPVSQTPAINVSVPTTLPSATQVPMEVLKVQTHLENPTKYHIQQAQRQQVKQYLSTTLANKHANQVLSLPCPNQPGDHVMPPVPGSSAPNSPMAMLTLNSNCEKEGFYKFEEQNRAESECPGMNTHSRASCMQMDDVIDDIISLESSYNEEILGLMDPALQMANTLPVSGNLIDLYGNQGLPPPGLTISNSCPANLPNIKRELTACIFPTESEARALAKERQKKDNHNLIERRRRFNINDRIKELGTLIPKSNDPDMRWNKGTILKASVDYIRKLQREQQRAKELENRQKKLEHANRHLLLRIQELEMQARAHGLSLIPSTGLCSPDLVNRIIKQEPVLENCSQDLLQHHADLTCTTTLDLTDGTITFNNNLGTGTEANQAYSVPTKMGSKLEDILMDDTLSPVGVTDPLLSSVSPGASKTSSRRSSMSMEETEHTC
GPR151 ag: activates the human receptor GPR151. Q8TDV0. PathHunter beta-arrestin GPR151 cells, luminescence. activation, % at 11.2 µM. 1% of 650,000 active. AID 1508602; in the data active = activation above about 4.9%;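 also: 0% = median of compound wells and 100% = cells with positive control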
Target sequence (Q8TDV0 whole entry, looked up): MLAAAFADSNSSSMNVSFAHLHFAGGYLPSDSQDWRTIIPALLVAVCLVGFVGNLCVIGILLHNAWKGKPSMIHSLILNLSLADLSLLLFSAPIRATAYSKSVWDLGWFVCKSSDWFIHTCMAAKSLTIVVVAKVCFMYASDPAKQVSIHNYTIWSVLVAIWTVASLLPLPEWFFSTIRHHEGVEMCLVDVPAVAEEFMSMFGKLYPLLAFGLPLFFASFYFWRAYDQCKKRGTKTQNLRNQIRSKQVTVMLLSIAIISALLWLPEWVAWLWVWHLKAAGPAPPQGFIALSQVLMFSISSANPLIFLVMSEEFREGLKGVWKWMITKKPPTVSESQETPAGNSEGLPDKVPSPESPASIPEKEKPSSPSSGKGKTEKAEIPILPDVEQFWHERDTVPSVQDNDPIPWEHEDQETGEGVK
An asterisk follows results filed as active; · = not tested or not shown.

SMILES | TEAD-YAP block | FBW7 activator | MITF primary | GPR151 ag
COC(=O)c1cc(C(=O)NC(C)CCCC(C)C)cc([N+](=O)[O-])c1 (centres undefined) | 0 | -0.1 | -16 | 0.0
Cc1ccc(NC(=O)c2nc[nH]c2C(=O)Nc2ccc(C)cc2)cc1 | 3 | 0.0 | -22 | 2.4
COCCCN1C(=O)C(=O)/C(=C(/O)c2ccc(C)cc2)C1c1cc(OC)ccc1OC (centres undefined) | -10 | -0.2 | 2 | 1.5
COCCn1nnnc1C(c1cccs1)N1CCN(c2ccc(OC)cc2)CC1 (centres undefined) | -7 | -0.1 | -2 | -1.1
O=C(Nc1ccc(F)cc1)/C(=C1\Nc2ccc([N+](=O)[O-])cc2N1)[N+](=O)[O-] | -3 | 0.1 | 7 | 0.5
COc1cccc(/C=C2\SC(N)=NC2=O)c1OC | -7 | 0.2 | 14 | -0.9
CCS(=O)(=O)c1ccc(O)c(NC(=O)COc2ccc(Cl)cc2)c1 | -6 | -0.1 | -7 | -0.3
CC1Cc2nc(SCC(=O)NCc3ccccc3)n(Cc3ccccc3)c(=O)c2S1 (centres undefined) | -22 | -0.1 | 0 | -0.2
C=CCNC(=O)c1c[nH]c2ccc(S(=O)(=O)N(CC)c3ccc(F)cc3)cc2c1=O | -3 | 0.6 | 2 | -0.5
CC1(C)CC(NC(=O)c2ccc(C(C)(C)C)cc2)CC(C)(C)N1 | -6 | 0.1 | -15 | -0.3

Laid out differently: entries from further up.
| structure | TEAD-YAP block | FBW7 activator | MITF primary | GPR151 ag |
| --- | --- | --- | --- | --- |
| COCCCN1C(=O)C(=O)/C(=C(/O)c2ccc(C)cc2)C1c1cc(OC)ccc1OC (centres undefined) | -10 | -0.2 | 2 | 1.5 |
| COCCn1nnnc1C(c1cccs1)N1CCN(c2ccc(OC)cc2)CC1 (centres undefined) | -7 | -0.1 | -2 | -1.1 |
| O=C(Nc1ccc(F)cc1)/C(=C1\Nc2ccc([N+](=O)[O-])cc2N1)[N+](=O)[O-] | -3 | 0.1 | 7 | 0.5 |
| COc1cccc(/C=C2\SC(N)=NC2=O)c1OC | -7 | 0.2 | 14 | -0.9 |
| CCS(=O)(=O)c1ccc(O)c(NC(=O)COc2ccc(Cl)cc2)c1 | -6 | -0.1 | -7 | -0.3 |
| CC1Cc2nc(SCC(=O)NCc3ccccc3)n(Cc3ccccc3)c(=O)c2S1 (centres undefined) | -22 | -0.1 | 0 | -0.2 |

(listing goes on)
SMILES | TEAD-YAP block | FBW7 activator | MITF primary | GPR151 ag
O=C(Nc1cccc(Oc2ccc(C(=O)O)c(C(=O)O)c2)c1)c1ccc([N+](=O)[O-])cc1 | 6 | -0.6 | 14 | 0.0
COc1ccc(COC(=O)C2=C(C)NC(=O)CC2c2ccccc2C(F)(F)F)cc1 (centres undefined) | -6 | 0.5 | 7 | 1.1
COc1ccc(NC(=O)CN(C)C(C)C(=O)N2CCCCC2)cc1 (centres undefined) | 0 | -0.2 | 66* | 2.0
CCn1c(SCC(=O)NCc2ccco2)nnc1C(C)C | 10 | 0.0 | -1 | 0.2
CCOC(=O)OC[C@H]1O[C@H](c2ccccc2)C=C[C@@H]1Oc1ccc2oc(=O)cc(C)c2c1 | · | 0.4 | 13 | -0.8
COc1ccc(/C=C/C(=O)NCCCn2ccnc2)cc1 | 0 | 0.4 | 8 | 2.4
COC(=O)c1nc2n(n1)C(c1ccc(Cl)cc1)C=C(c1ccc(Cl)cc1)N2 (centres undefined) | 0 | 0.2 | 5 | -0.4
CN1C(=O)OC(C)(CCc2ccccc2)C1(C)O (centres undefined) | 2 | 0.9 | 10 | -0.6
CCOc1ccc(NC(=O)c2nc[nH]c2C(=O)Nc2ccc(OCC)cc2)cc1 | -2 | -0.1 | -6 | 0.4
Cc1nc(Sc2ccc3c(c2)OCCO3)c2c3c(sc2n1)CCCC3 | -6 | -0.3 | -11 | -1.5
COC(=O)c1cccc(NS(=O)(=O)c2ccc(OC)c(Br)c2)c1C | -1 | -0.2 | -16 | -0.2
Cc1cc(C(=O)COc2ccccc2C(N)=O)c(C)n1Cc1ccccc1Cl | 8 | -0.2 | -6 | -0.1
CN(C)C(=S)Oc1ccccc1C=O | 4 | 0.7 | 9 | -0.6
CCOC(=O)C1=C(C)N(Cc2ccccc2)C(=O)NC1c1cc(Cl)c(O)c(OCC)c1 (centres undefined) | 2 | -0.1 | 6 | 3.2
O=C(Nc1nc(-c2ccc(I)cc2)cs1)c1ccco1 | -18 | -0.1 | 3 | 0.1
COC(=O)c1cc(S(=O)(=O)Nc2ccc(F)cc2)cn1C | 5 | 0.7 | 9 | 0.8
Nn1cnn(Cc2ccc([N+](=O)[O-])cc2)c1=S | 5 | 0.1 | -1 | 0.2
Cc1ccc(-n2c(-c3ccc(F)cc3)nn(CCNC(=O)C3CCC3)c2=O)nc1 | -8 | -0.2 | -5 | -0.2
Cn1c(=O)c2c(nc(Oc3ccc(Oc4ncc(Cl)cc4Cl)cc3)n2Cc2cccc(F)c2)n(C)c1=O | -7 | -0.1 | 18 | 2.0
COC(=O)c1ccc(NC(=O)Cc2ccc(C)cc2)cc1 | -17 | -0.2 | -9 | 0.3
CC(C)c1nnc(NC(=O)CSc2ncc(-c3ccccc3)nn2)s1 | -4 | 0.0 | 0 | 0.0
O=C(Nc1cccc(Cl)c1)c1ccc(F)c(S(=O)(=O)NC2CC2)c1 | -21 | 0.1 | -4 | -4.8
Clc1cccc(-c2nc(-c3ccc(Br)cc3)c(-c3ccc(Br)cc3)[nH]2)c1 | -1 | 0.0 | 16 | -1.9
Cn1c(CN2CC[C@H]3[C@H](CCC(=O)N3Cc3ccc(F)cc3)C2)nc2ccccc21 | 7 | 0.1 | -5 | 2.9
CC[n+]1c(/C=C2\Sc3ccccc3N2C)ccc2ccc(C)cc21 | 77* | -0.3 | 1 | 0.3
CC1(OC(=O)c2cnc3ccccc3n2)C(=O)C=C2C=C(c3ccsc3)OC=C2C1=O (centres undefined) | · | 0.1 | 3 | 0.9
CN(CCc1ccccn1)C(=O)CCC1CCCN(C(=O)C2=CCCCC2)C1 (centres undefined) | 9 | -0.1 | -3 | -0.5
Cc1ccc(C(=O)C2=C(O)C(=O)N(Cc3cccnc3)C2c2ccc(C(C)C)cc2)o1 (centres undefined) | 2 | -0.1 | -6 | 1.6
CCOC(=O)c1ccc(NS(=O)(=O)c2ccc(-c3cc(C)no3)cc2)cc1 | 4 | 0.0 | 3 | -2.6
Cc1ccc(O)c(C(=O)CC(=O)c2ccccc2)c1 | -18 | 0.7 | 15 | -0.4
Cc1nn2c(CN(C(=O)CN3CCOCC3)c3ccccc3)nnc2c2ccccc12 | 1 | -0.2 | 22 | -0.4
O=[N+]([O-])c1ccc(N2CCN(c3nc(-c4ccc(Cl)cc4)cs3)CC2)c(Cl)c1 | -3 | 0.0 | -9 | -0.1
COc1cccc(N/C(SCc2ccccc2Cl)=C(/C#N)C(N)=O)c1 | 8 | 0.0 | 1 | -1.5
CCCn1c(=NC(=O)c2cccs2)c(C(=O)OCC)cc2c(=O)n3ccccc3nc21 | 4 | -0.1 | 8 | 0.1
Cc1cc(C)nc(N2CCC(CNC(=O)c3cccc4cccnc34)CC2)n1 | -11 | -0.1 | 4 | -0.5
COc1cccc2cc(C(=O)NCCC3=CCCCC3)c(=O)oc12 | 4 | 0.0 | 2 | 1.4
CC1Cc2nc(SCC(=O)NC3CCCCC3)n(C)c(=O)c2S1 (centres undefined) | -12 | 0.3 | -2 | 0.7
O=C(Nc1cc(-c2ccncc2)c[nH]c1=O)C1Cc2c(ccc3ccccc23)O1 (centres undefined) | 33* | 0.0 | 7 | -0.9
CC(C)c1onc(C(=O)N2CCN(C(=O)c3ccco3)CC2)c1[N+](=O)[O-] | 6 | -0.1 | -1 | -1.2
CC(C(=O)NCc1ccc(F)cc1)N1Cc2ccccc2C1=O (centres undefined) | 7 | 0.2 | 4 | -0.4

Part of the list above, as tab-separated lines:
SMILES	TEAD-YAP block	FBW7 activator	MITF primary	GPR151 ag
Cc1nn2c(CN(C(=O)CN3CCOCC3)c3ccccc3)nnc2c2ccccc12	1	-0.2	22	-0.4
O=[N+]([O-])c1ccc(N2CCN(c3nc(-c4ccc(Cl)cc4)cs3)CC2)c(Cl)c1	-3	0.0	-9	-0.1
COc1cccc(N/C(SCc2ccccc2Cl)=C(/C#N)C(N)=O)c1	8	0.0	1	-1.5

More compounds.
SMILES | TEAD-YAP block | FBW7 activator | MITF primary | GPR151 ag
O=C(/C=C/c1ccccc1)Nc1ccc2c3c(cccc13)CC2 | -8 | -0.1 | 4 | -0.1
Cc1csc(Sc2ccc([N+](=O)[O-])cc2C(=O)O)n1 | -1 | 0.0 | -8 | 0.3
COc1ccccc1/C=C1\SC(=O)N(CC(=O)Nc2cccc(C)c2)C1=O | 13 | 0.0 | 2 | -0.2
Cc1cc(C)nc(NS(=O)(=O)c2ccc(NC(=O)CCc3ccccc3)cc2)n1 | 6 | -0.1 | 0 | -1.5
COc1ccc2nc(C)cc(N/N=C/c3cccs3)c2c1 | 13 | -0.3 | -5 | -0.5
Cc1ccc(-n2c(C)cc(/C=N/Nc3ccccn3)c2C)cc1 | -19 | 0.1 | 2 | 5.5*
O=C(Nc1ccccc1C(F)(F)F)c1cccc(C(=O)Nc2ccccc2C(F)(F)F)c1 | 2 | -0.1 | 3 | -0.9
Nc1c(C(=O)Nc2cccc(C(F)(F)F)c2)sc2nc(-c3cccs3)cc(C(F)(F)F)c12 | 4 | -0.1 | 4 | -0.5
COc1cc(OC)nc(OC(C(=O)O)c2ccccc2)n1 (centres undefined) | -1 | 0.0 | 4 | 0.3
COc1cc2c(cc1OC)C(COc1ccc(C(C)C)cc1)N(C(=O)c1cc(OC)c(OC)c(OC)c1)CC2 (centres undefined) | -11 | 0.2 | 24 | -1.8
O=C(NC1CCCC1)c1ccc(CS(=O)(=O)c2cccc(C(F)(F)F)c2)o1 | -10 | -0.1 | -2 | -0.2
Cc1cccc(CN[C@H]2C[C@H]3C(=O)N[C@@H](Cc4ccc(O)cc4)C(=O)N3C2)c1 | 8 | 0.9 | 10 | 0.0
NS(=O)(=O)c1ccc(CCNC(=O)CSc2nc3ccsc3c(=O)n2Cc2ccc3c(c2)OCO3)cc1 | 10 | 0.0 | 7 | 0.0
CCn1c(=O)cc(SCC(=O)Nc2cccc(C)n2)c2ccccc21 | 3 | -0.1 | -1 | 1.2
O=S(=O)(NCc1ccc(F)cc1)c1cccc2nonc12 | 1 | 0.1 | 0 | -0.7
COc1cc(-c2nc3ccccc3c(=O)n2NC(=O)/C=C/c2ccc(Br)cc2)cc(OC)c1OC | 10 | 0.3 | 7 | 0.6
COCCNC(=O)Cn1cnc2c(nnn2-c2ccc(C)c(Cl)c2)c1=O | 14 | 0.1 | -15 | 0.7
COC(=O)C(C)Sc1ncnc2c1nnn2-c1ccc(F)cc1 (centres undefined) | -10 | 0.1 | -4 | -0.7
COc1ccc2ccccc2c1-c1nnc2ccc3ccccc3n12 | 6 | 0.1 | 14 | -1.4
CC1CCc2cc(F)ccc2N1S(C)(=O)=O (centres undefined) | -2 | 0.1 | 10 | -0.5
CCN(CC)CCOC(=O)c1ccc(N=Cc2c(O)n(C)c(=S)n(C)c2=O)cc1 | 11 | -0.1 | 13 | 0.9
Cc1ccc(S(=O)(=O)N(CC(=O)Nc2ccc3c(c2)OCCO3)C2CCCCC2)cc1 | -5 | -0.1 | -10 | 2.4
Cc1ccc(C)c(NC(=O)c2cc(-c3ccccc3)nc3ccc(C)cc23)c1 | 7 | 0.0 | 7 | -0.8
O=C(O)/C=C/c1cc(C(F)(F)F)ccc1Cl | -3 | -0.1 | -13 | 0.3
O=C(c1nc2ccccn2c1CNCCc1ccccc1F)N1CCCC1 | 7 | -0.1 | -4 | 2.6
Cc1ccc(-c2nnc(Nc3ccc(O)cc3)c3ccccc23)cc1S(=O)(=O)NCC1CCCO1 (centres undefined) | 15 | 0.0 | -8 | 3.4
CCn1c2c(c3cc(Br)ccc31)CCCC2O (centres undefined) | -18 | 0.0 | 4 | 1.0
O=C1CCCC2=C1C(c1ccc(Cl)cc1Cl)n1c(nc3ccccc31)N2 (centres undefined) | -7 | 0.2 | -12 | 1.5
CCOc1ccc(NC(c2ccccn2)c2oc(CO)cc(=O)c2O)cc1 (centres undefined) | -28 | -0.3 | 8 | 0.9
Cn1c(=O)c2nc(SCc3cccnc3)n(C)c2n(C)c1=O | -1 | -0.1 | -6 | 2.3
O=C(c1ccccc1[N+](=O)[O-])N1CCCC(c2nc(-c3cccs3)no2)C1 (centres undefined) | 4 | 1.4 | 12 | 0.7
Cc1ccc(S(=O)(=O)OC2COC(c3ccccc3)OC2)cc1 (centres undefined) | 7 | 0.0 | 12 | 0.5
CCCCOCCCNC(=S)Nc1ccc(S(=O)(=O)N2CCOCC2)cc1 | 19 | 0.2 | 1 | 0.6
Cc1ncn(-c2ccc(Nc3cc(-c4nocc4-c4cnn(C)c4)ccn3)cc2)n1 | 2 | -0.2 | -5 | 0.5
COCC(C)n1c(C)cc(C(=O)CSc2nnnn2-c2ccccc2)c1C (centres undefined) | -18 | 0.0 | 11 | -0.2
Fc1ccc(-c2ncnn2-c2ccc(Cl)cc2)cc1 | 0 | 0.1 | 3 | 2.1
CC1=C(C(=O)OCc2ccccc2)C(c2ccc(Cl)c(Cl)c2)NC(=O)N1 (centres undefined) | 1 | -0.1 | -4 | 2.4
Cc1ccc(C(=O)NC(C)(COc2nonc2C)COc2nonc2C)cc1 | 3 | 0.1 | 7 | -0.9
CCOc1ccc(/C=C2/NC(=O)NC2=O)cc1Cl | 4 | 0.1 | 13 | 0.8
Cc1cccc2nc(CNCc3c(C(=O)N4CCOCC4)nc4ccccn34)cn12 | -10 | 0.4 | 21 | -0.2
